Bioassay records deposited in PubChem BioAssay by National Center for Advancing Translational Sciences (NCATS).
PGK inhibitor: inhibitors of T. brucei phosphoglycerate kinase; P07378; PGK/GAPDH coupled, Kinase-Glo luminescence, 60 min; Potency, µM (series often up to 57.5 µM), for inactives: at the top dose activity change, negative = inhibition, most hits filed as inhibitors; hit rate 0.043% among 380,000; AID 602233; note: potency is the fitted concentration of half-maximal effect; % is set by controls: 0 for no effect and ±100 for the full control effect; nearly all actives have a fitted effect of over 60% in size
Target sequence (P07378 whole entry, looked up): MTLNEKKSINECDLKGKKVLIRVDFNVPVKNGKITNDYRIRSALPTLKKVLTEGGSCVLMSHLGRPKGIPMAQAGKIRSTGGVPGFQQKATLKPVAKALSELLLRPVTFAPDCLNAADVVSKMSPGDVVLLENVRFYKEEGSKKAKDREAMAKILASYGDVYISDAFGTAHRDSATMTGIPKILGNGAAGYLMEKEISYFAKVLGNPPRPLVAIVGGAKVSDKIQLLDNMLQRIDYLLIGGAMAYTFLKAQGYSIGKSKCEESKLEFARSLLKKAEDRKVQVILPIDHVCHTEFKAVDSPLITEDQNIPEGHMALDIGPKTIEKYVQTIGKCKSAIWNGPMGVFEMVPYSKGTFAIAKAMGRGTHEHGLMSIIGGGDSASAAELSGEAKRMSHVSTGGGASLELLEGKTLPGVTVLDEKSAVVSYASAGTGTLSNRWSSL
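Luminescent ATP detection (Kinase-Glo Plus) follows a 60-minute room-temperature incubation, with wells lacking PGK as controls. Buffer: 100 mM TEA (pH 7.6), 5 mM MgCl2, 0.01% Tween-20. Coupling enzyme GAPDH (100 nM final) supplies unstable 1,3-BPG in-well.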
USP1-UAF1 inh: USP1/UAF1 (human) deubiquitinase inhibition | O94782 | recombinant USP1/UAF1, Ub-Rhodamine cleavage fluorescence | Potency, µM (doses to about 57.1 µM), inactives show at the highest dose activity change, negative = inhibition, hits mostly inhibitors | hit rate 0.23% among 390,000; note: potency is the fitted concentration of half-maximal effect; % is set by controls: 0 for no effect and ±100 for the full control effect; nearly all actives have a fitted effect of over 60% in size; inactives centre near -12
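USP1/UAF1 complex at 1 nM was preincubated with compound for 15 min at room temperature, then Ub-Rho substrate (150nM final) was added. Fluorescence (480/540 nm) was read kinetically, 6 reads every 60 seconds.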
PI4K2A block: blocks human PI4K2A kinase activity | AID 1346378 | Q9BTU6 | activity change, negative = inhibition, % at 76.9 µM | purified PI4K2A, ADP-Glo luminescence, 1 h; hits give low values | hit rate 0.13% among 420,000; in the data active = activity change below about -50%; inconclusive = mostly about -30% to -49%;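 note: -100% = wells without enzyme as full effect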
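In this quantitative HTS, ADP production by PI4K2A was quantified luminescently after 1 h at ambient temperature; 100 microM adenosine served as plate-quality control.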
GLS inhibitor: blocks human kidney-isoform glutaminase activity; O94925; GLS enzymatic activity, qHTS titration; Potency, µM (titrated, usually from 45.5 µM), inactives show top-dose activity change, negative = inhibition, most hits filed as inhibitors; hit rate 0.21% among 410,000; AID 624170; note: potency is the fitted concentration of half-maximal effect; % is set by controls: 0 for no effect and ±100 for the full control effect
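Glutamate formation by hKGA was monitored fluorometrically using coupled glutamate oxidase, HRP and Amplex Red. Substrate was added as 1 mM L-glutamine solution; incubation was 30 min at RT after an initial read.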
HP1b chromo inh: inhibitors of HP1-beta chromodomain binding to methylated histone tails. P83916. AlphaScreen HP1-beta / biotin-H3K9me3 peptide binding. Potency, µM (series often up to 114 µM), without a hit: at the highest dose activity change, negative = inhibition, most hits filed as inhibitors. hit rate 0.56% among 390,000; note: potency is the fitted concentration of half-maximal effect; nearly all actives have a fitted effect of over 70% in size; inactives centre near 23
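AlphaScreen: HP1-beta (50 nM) preformed 30 min with biotin-H3(1-18)K9me3 peptide (50 nM) in PBS pH 7.4, 0.01% Tween-20. Compound added for 30 min at RT, then streptavidin donor/nickel chelate acceptor beads (10 ug/mL) for 30 min.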
TrxR1 substrate: is turned over as a substrate by rat TrxR1; O89049; purified TrxR1 substrate turnover, NADPH consumption readout; Potency, µM (doses to about 114 µM), without a hit: top-dose activity change, negative = substrate turnover; hit rate 0.01% among 390,000; AID 588456; note: potency is the fitted concentration of half-maximal effect; % is set by controls: 0 for no effect and ±100 for the full control effect; nearly all actives have a fitted effect of over 50% in size
Target sequence (O89049 whole entry, looked up): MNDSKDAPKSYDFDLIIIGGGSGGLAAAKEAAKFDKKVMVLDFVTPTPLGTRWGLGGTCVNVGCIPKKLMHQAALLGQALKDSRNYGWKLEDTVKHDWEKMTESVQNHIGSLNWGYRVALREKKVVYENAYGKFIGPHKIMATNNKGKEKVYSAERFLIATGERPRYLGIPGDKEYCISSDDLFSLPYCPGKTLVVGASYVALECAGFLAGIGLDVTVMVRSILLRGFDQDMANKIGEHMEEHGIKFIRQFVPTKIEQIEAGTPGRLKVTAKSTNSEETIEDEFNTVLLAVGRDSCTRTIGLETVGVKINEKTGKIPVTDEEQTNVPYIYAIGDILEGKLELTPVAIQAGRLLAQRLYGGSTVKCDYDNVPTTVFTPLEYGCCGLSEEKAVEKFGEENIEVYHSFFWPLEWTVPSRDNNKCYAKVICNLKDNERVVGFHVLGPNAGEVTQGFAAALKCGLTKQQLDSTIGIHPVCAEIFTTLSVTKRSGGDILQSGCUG
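Rat TrxR1, dispensed at 90 nM, was prereduced with 400 uM NADPH (final) for 5 min at ~22 deg C, then incubated with compound 15 min before 400 uM selenite. A first-read NADPH fluorescence drop versus no-compound background flagged substrates.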
IDH1 R132H inh: inhibitors of human mutant IDH1 R132H. IDH1-R132H enzyme, NADPH consumption, diaphorase/resazurin fluorescence. Potency, µM (titrated, usually from 76.6 µM), for inactives: at the top dose activity change, negative = inhibition, most hits filed as inhibitors. AID 602179. O75874. hit rate 0.093% among 390,000; note: potency is the fitted concentration of half-maximal effect; % is set by controls: 0 for no effect and ±100 for the full control effect; nearly all actives have a fitted effect of over 65% in size
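IDH1-R132H (0.5 ug/mL dispensed) in pH 7.5 Tris buffer was preincubated 30 min with compound, then given a substrate mix of 0.016 mM NADPH and 2 mM alpha-KG for 80 min at room temperature; remaining NADPH was read by diaphorase/resazurin fluorescence.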
TrxR1 inh: blocks rat thioredoxin reductase 1; O89049; recombinant rTrxR1, NADPH fluorescence consumption, selenite substrate; Potency, µM (top dose mostly 114 µM), inactives show top-dose activity change, negative = inhibition, hits mostly inhibitors; hit rate 1% among 390,000; AID 588453; note: potency is the fitted concentration of half-maximal effect; % is set by controls: 0 for no effect and ±100 for the full control effect; nearly all actives have a fitted effect of over 65% in size
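Rat TrxR1 (90 nM in the dispensed reagent) was pre-reduced with 400 uM NADPH for 5 min at room temperature, then incubated with compound for 15 min. After 400 uM selenite was added, NADPH fluorescence (Ex 340/Em 450 nm) was followed for 8 min.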
Pin1 inh: human Pin1 inhibition | Q13526 | Pin1 FP peptide displacement, HiFluor488, 10 min | Potency, µM (doses to about 115 µM), without a hit: at the highest dose activity, negative = inhibition, usual class: inhibitors | hit rate 0.009% among 390,000; active = well fitted inhibition curve with a large enough effect in the polarisation, with a control signal flat, not every such curve was filed as active; inconclusive = small, poorly fitted or top-dose-only effect, or effect the other way, or a change in a side signal; inactive = no such curve, though single readings can be large or run the other way; the % refers to the polarisation; note: potency is the fitted concentration of half-maximal effect; % is set by controls: 0 for no effect and ±100 for the full control effect
* marks the source's active call; other numbers are inactive results; i = inactive; ? = inconclusive; . = no result given; & = joins results of further samples; [ ] = another dose, or the depositor's remark. Unless noted, calls come from the whole dose curve; as a rule, active = well fitted curve in the direction sought with a large enough effect; inconclusive = small, poorly fitted or top-dose-only effect, or another doubt; inactive = no such curve, though single readings can be large; an effect the other way counts as inactive or inconclusive.

SMILES	PGK inhibitor	USP1-UAF1 inh	PI4K2A block	GLS inhibitor	HP1b chromo inh	TrxR1 substrate	IDH1 R132H inh	TrxR1 inh	Pin1 inh
CC(C)Cn1c(SC(C)C(=O)NCC2CCCO2)nc2ccc(Cl)cc2c1=O (centres undefined)	-10%	-2%	0	-1%	36%	-8%	3%	4%	-9%
COc1cccc(OC)c1C(=O)N1CCN(Cc2cccnc2)CC1	-2%	-7%	5	11%	?	-3%	-12%	14%	-7%
CCOc1cc(C2C(C(=O)OC)=C(C)N=C3SC(C)C(=O)N32)ccc1OC(C)=O (centres undefined)	2%	-22%	8	4%	39%	-16%	6%	-13%	2%
Cc1ccc(Sc2ccc(N)cn2)cc1	-8%	-23%	-10	7%	31%	12%	5%	16%	4%
COc1nc(OC)nc(N2CCC(C(=O)Nc3cccc4c3CCCC4)CC2)n1	-11%	-6%	-5	.	31%[activator]	15%	7%	27%	-9%
O=C(CCNS(=O)(=O)c1ccc(Br)cc1)NCc1ccco1	i	-11%	-1	0%	2%	-2%	-3%	2%	-4%
O=C(OCC1CCCO1)c1ccc2c(c1)N(Cc1c(F)cccc1Cl)C(=O)c1ccccc1S2(=O)=O (centres undefined)	i	-22%	-5	-2%	30%	-3%[57.1 µM]	-19%	13%[57.1 µM]	2%
O=C(NCc1ccc(Cl)cc1)C(=O)c1c[nH]c2ccccc12	-2%	-15%	-4	-1%	43%	-4%	13%	-6%	0%
Cc1cc(NC(=O)c2cnn(-c3ccccc3)c2-n2cccc2)ccc1Br	-1%	2%	-1	-3%	24%	9%	-6%	25%	0%
CCOc1ccc(NC(=O)c2cc(S(=O)(=O)N3CCN(c4ccccc4F)CC3)ccc2F)cc1	-8%	?	1	-4%	23%	-4%[57.1 µM]	-24%	17%[57.1 µM]	5%
CC(=O)N1CCc2cc(Br)cc(S(=O)(=O)N3CCCCCC3)c21	1%	-19%	2	-1%	38%[activator]	5%	0%	15%	9%
COc1nc(N)nc(CC(=O)C2CC2)n1	2%	-13%	7	10%	24%	15%[57.1 µM]	0%	5%[57.1 µM]	-6%
O=C(O)c1ccc(Cn2cnc3scc(-c4ccccc4)c3c2=O)cc1	0%	-28%	-6	-9%	45%[activator]	1%[11.4 µM]	-5%	16%[11.4 µM]	-3%
N#CCOc1ccccc1/C=C/c1nc2ccccc2c(=O)[nH]1	-5%	-10%	-3	-8%	7%	86%[activator]	9%	117%[activator]	?
COc1cccc(-n2c(COc3ccc(C)cc3)nnc2SCC(=O)O)c1	-5%	-20%	-4	-8%	34%[activator]	1%	-2%	-1%	-2%
O=C(c1ccccc1-c1nc(-c2ccccc2)no1)N1CCOCC1	-5%	3%	3	-5%	20%	3%	2%	22%	1%
O=C1/C(=C/c2ccncc2)N=C2CCCCCN12	0%	-8%	-3	-4%	35%[activator]	12%	-2%	0%	6%
O=C(COC(=O)CNS(=O)(=O)/C=C/c1ccccc1)Nc1cc(S(=O)(=O)N2CCCCC2)ccc1Cl	3%	-10%	-1	5%	25%	-12%	-18%	-9%	23%
COc1ccc(NC(=O)CSc2nnc(C3CC3)n2-c2ccccc2)cc1	1%	4%	-2	-4%	17%	-5%	-4%	12%	5%
COc1ccccc1CNC(=O)/C=C/c1cc2c(cc1Br)OCO2	-3%	-8%	-15	2%	-6%	9%[57.1 µM]	-5%	27%[57.1 µM]	0%
CC(C)Sc1nnc([C@H](Cc2c[nH]c3ccccc23)NC(=O)OC(C)(C)C)o1	-8%	-32%	-1	-2%	10%	-9%	1%	7%	1%
Fc1ccc(CNc2nc(-c3ccccc3)cc(C(F)(F)F)n2)cc1	-10%	-21%	4	-4%	145%[activator]	6%	0%	40%[2.29 µM]	?
CC(C)Oc1cc2oc(=O)c3c(c2cc1Cl)CCC3	-4%	-7%	-4	6%	9%	20%	-8%	0%	1%
CCOCCCNc1nc2c(c(=O)[nH]c(=O)n2C)n1CCCc1ccccc1	i	-11%	4	3%	45%[activator]	0%	4%	1%	4%
N#Cc1cc2ccc(N3CCOCC3)cc2cc1C#N	-4%[11.5 µM]	-7%	-1	0%	22%	12%	8%	15%	?
COc1ccc(C2SCC(=O)N2c2ccc(C)cc2)cc1 (centres undefined)	-8%	-18%	0	-1%	22%	4%	-1%	12%	-10%
Cc1nn(Cc2ccc(F)cc2)c(C)c1NC(=O)c1noc2c1CCc1ccccc1-2	2%&-1%	?	-3&2	18%&-7%	29%&37%	17%&-4%	10%&0%	17%&2%	?
CCC(C)NC(=O)Cn1cnc2sc(C)cc2c1=O (centres undefined)	1%	8%	-2	4%	4%	0%[57.1 µM]	-4%	2%[57.1 µM]	4%
Cc1oc(-c2cccc(Cl)c2)nc1CN1CCC(C(=O)N2CCN(c3ccccc3F)CC2)CC1	4%	-3%	-8	8%	11%	-9%[57.1 µM]	-7%	?	17%
CC(=O)c1ccc(N2Cc3ccccc3/C2=N\C(=O)Nc2ccc(Cl)cc2)cc1	i	-13%	-1	-1%	20%	5%	3%	-11%	16%
CC(C)OC(=O)Cc1nc2sc(-c3ccccc3)cc2c(=O)[nH]1	-6%	-14%	-11	-1%	19%	1%	5%	2%	?
Cn1nccc1C(=O)Nc1sc2c(c1C(N)=O)CCCC2	5%	-24%	1	-9%	7%	35%[activator][57.1 µM]	-3%	56%	-3%
COc1cc2cc(C(=O)N[C@@H](Cc3ccccc3)C(=O)O)n(C)c2c(OC)c1OC	.	-18%	-4	0%	85%[activator]	32%	11%	20%	-1%
Cc1ccc(-n2[nH]c(C)c(C=Nc3ccc(S(=O)(=O)Nc4nccs4)cc3)c2=O)cc1C	-14%	-18%	-8	-1%	-2%	-12%	4%	-16%	?
O=C1NC(c2ccccc2)Nc2c1sc(=S)n2-c1ccccc1 (centres undefined)	-9%	-5%	-3	0%	-5%	-3%	-3%	20%[57.1 µM]	0%
Cc1ccc(OCCCCCCN2CCNCC2)cc1	2%	-3%	4	1%	5%	-2%[11.4 µM]	4%	15%[11.4 µM]	-4%
COc1cc(OC)cc(C(=O)NC(C(=O)Nc2ccc(N3CCOCC3)cc2)C(C)C)c1 (centres undefined)	-4%	-18%	1	91%[activator]	13%	-5%	3%	-8%	0%
COc1ccccc1CNS(=O)(=O)c1cnc(N)nc1	10%	-20%	4	9%	13%[57 µM]	-1%[57.1 µM]	2%	10%[57.1 µM]	-4%
CCCCCCCCNS(=O)(=O)CCNCc1ccc(OC)cc1	0%	-21%	0	5%	39%[activator]	-10%	9%	-3%	3%
O=S(=O)(Nc1cc(S(=O)(=O)N2CCOCC2)ccc1N1CCCC1)c1cccs1	4%	-25%	2	17%	32%	2%	0%	5%	-5%
CCOC(=O)c1c(C)[nH]c(C)c1S(=O)(=O)NCC(=O)Nc1ccc(C)c(N(C)C)c1	i	-22%	3	7%	21%	1%[57.1 µM]	0%	18%[57.1 µM]	-8%
CCN(CC)CCCn1c2c(c(SCC(=O)Nc3ccc4c(c3)OCCO4)nc1=O)CCC2	-2%	-22%	1	-3%	37%	-1%	3%	-7%	-1%
COc1cc2c(cc1NC(=O)COC(=O)/C=C/c1ccccc1)oc1ccccc12	0%	-17%	-1	4%	17%	15%	2%	12%	-5%
Cc1occc1C(=O)N=Nc1c(O)n(C)c2ccccc12	i	-8%	-6	-8%	37%	1%	3%	6%	2%
CSc1nnc(-c2sccc2-n2cccc2)o1	-7%	-23%	1	4%	11%	3%	0%	7%	-3%
CC(C)OCCCNC(=O)c1ccc(-n2c(-c3ccccc3)cc3c2CCCC3)cc1	-2%	-8%	5	5%	31%	8%[11.4 µM]	5%	33%	6%
CCN(CC)c1ccc(/C=N/NC(=O)c2nnn(-c3nonc3N)c2C(C)C)c(O)c1	-7%	-23%	0	-2%	5%[57 µM]	7%	1%	3%	88%[activator]
CCCSc1nsc(SCCC)c1C#N	0%	-1%	7	2%	360%[activator]	-7%	10%	-7%	0%
CCOC(=O)CN1C(=O)COc2ccc(Cl)cc21	-1%	1%	-5	-13%	14%	-1%	6%	6%	6%
COc1ccc(Cn2c(C)c(C)c(C#N)c2NC(=O)Nc2ccc(F)cc2)cc1	1%	-16%	-23	2%	37%	-1%	4%	-7%	14%
CN1CCN(S(=O)(=O)c2cccc(C(=O)Nc3sccc3C#N)c2)CC1	-6%	-18%	2	21%	38%	-11%	-10%	-7%	?
Cc1nn(C2CCS(=O)(=O)C2)c(C)c1CN(C)C(=O)c1ccc(Cl)cc1 (centres undefined)	5%	1%	0	2%	21%	-5%	-10%	16%	-5%
COc1ccccc1N1N=C(C(=O)c2ccccc2)C2C(=O)N(c3ccc(Br)cc3)C(=O)C21 (centres undefined)	-7%	?	1	0%	83%[activator]	9%[57.1 µM]	5%	19%[11.4 µM]	?

An excerpt; the hit share may differ from the screen's.
